TAAR1 antagonist = human TAAR1 antagonists, primary screen, Fluo-8 calcium fluorescence, CHO RD-HGA16 cells; Trace amine-associated receptor 1 (Homo sapiens), Q96RJ0; antagonist; inhibition, % at 3 µM; 360,000 tested, 1.5% active; AID 624466, 2012;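 active = inhibition above a per-plate cutoff, the mean inhibition of test compounds on that plate plus 3 SD, cut at about 49% in these data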;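 note: 0% = DMSO plus EC80 beta-PEA response and 100% = DMSO alone without agonist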
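Test system – hTAAR1-expressing CHO RD-HGA16 cells, Gα16-coupled · Reagent – β-PEA at EC80 concentration, post-compound challenge · Compound dosing – 3 µM, single point · Timing – 140 s kinetic read after compound, 140 s after agonist · Detection – Fluo-8 intracellular calcium dye fluorescence, real-time kinetic reads · Control set – DMSO and EC80 PEA controls · Repeats – n of 1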
CHRM4 PAM = human M4 muscarinic receptor positive allosteric modulators, primary screen, CHO-K1 cells, Fluo-8 calcium fluorescence; Muscarinic acetylcholine receptor M4 (Homo sapiens), P08173; CHO-K1 hM4/Gqi5, ACh EC20; 0% = ACh EC20, 100% = maximal ACh; activation, % at 3 µM; 360,000 tested, 0.4% active;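 active = activation above its plate's cutoff, the mean activation of sample wells plus 3 SD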; note: some results filed as inactive read as strong as hits
Target sequence (P08173 whole entry, looked up): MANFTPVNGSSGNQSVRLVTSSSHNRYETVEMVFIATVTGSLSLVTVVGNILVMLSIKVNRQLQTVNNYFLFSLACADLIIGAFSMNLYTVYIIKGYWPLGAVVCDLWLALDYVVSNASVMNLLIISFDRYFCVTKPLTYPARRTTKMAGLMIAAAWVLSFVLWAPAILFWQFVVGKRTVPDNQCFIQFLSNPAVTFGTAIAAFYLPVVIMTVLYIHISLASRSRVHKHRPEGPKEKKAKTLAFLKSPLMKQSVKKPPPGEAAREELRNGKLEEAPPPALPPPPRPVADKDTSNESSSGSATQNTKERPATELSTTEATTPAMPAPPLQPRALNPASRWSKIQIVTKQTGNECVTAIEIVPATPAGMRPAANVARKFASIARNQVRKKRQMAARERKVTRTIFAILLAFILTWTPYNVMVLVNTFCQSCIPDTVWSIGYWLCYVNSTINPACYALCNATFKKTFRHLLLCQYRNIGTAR
CRFBP-R2 block = antagonists of CRF-BP/CRF-R2 complex, primary screen, cell-based, HEK293, calcium dye fluorescence, uHTS; AID 588475, 2011; inhibition, % at 11.8 µM; 350,000 tested, 0.59% active; CRF-induced calcium fluorescence;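 active = inhibition of the ligand-induced calcium signal above about 50% at the single tested concentration, limit read from the data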
CHRM5 agonist = human M5 muscarinic receptor agonists, primary screen, CHO-K1 cells, Fluo-8 calcium fluorescence | Muscarinic acetylcholine receptor M5 (Homo sapiens), P08912 | CHO-K1 hM5 cells; 0% DMSO wells, 100% maximal acetylcholine response | activation, % at 3 µM | 360,000 tested, 0.19% active | AID 624037, 2012;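 active = activation above the run's mean over test compounds plus 3 SD, cut at about 23% in these data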;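 note: signal is peak over basal fluorescence ratio across the kinetic read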
Target sequence (P08912 whole entry, looked up): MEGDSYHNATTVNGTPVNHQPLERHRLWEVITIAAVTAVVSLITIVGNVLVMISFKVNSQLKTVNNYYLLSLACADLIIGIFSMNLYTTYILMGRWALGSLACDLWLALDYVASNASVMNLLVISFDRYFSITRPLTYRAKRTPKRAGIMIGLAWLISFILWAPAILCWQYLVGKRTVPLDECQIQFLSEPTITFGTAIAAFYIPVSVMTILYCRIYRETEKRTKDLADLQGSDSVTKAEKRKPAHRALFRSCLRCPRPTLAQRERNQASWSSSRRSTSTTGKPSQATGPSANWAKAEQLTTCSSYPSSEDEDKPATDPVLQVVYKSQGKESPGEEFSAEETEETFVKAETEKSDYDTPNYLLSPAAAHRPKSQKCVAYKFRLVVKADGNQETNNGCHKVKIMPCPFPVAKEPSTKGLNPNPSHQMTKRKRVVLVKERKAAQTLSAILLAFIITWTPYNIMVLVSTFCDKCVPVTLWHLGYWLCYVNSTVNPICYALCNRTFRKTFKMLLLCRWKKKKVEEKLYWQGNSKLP
CRFBP-R2 agonist = agonists of CRF-BP/CRF-R2 complex, primary screen, cell-based, HEK293, calcium dye fluorescence, uHTS. CRF-binding protein / CRF receptor 2 complex (human). calcium dye fluorescence (FLIPR); percent of saturating CRF peptide response. activation, % at 13.2 µM. 350,000 tested, 0.46% active;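 active = activation of at least 50%, plus an integration ratio under a set limit after plate pattern correction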;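 note: plate controls were neutral control wells without compound for no effect and CRF at EC100 for full effect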
M5 antag = human M5 muscarinic receptor antagonists, primary screen, CHO cells, Fluo-8 calcium fluorescence | CHO-hM5 cells, ACh EC80 | 360,000 tested, 0.59% active | AID 624040, 2012 | inhibition, % at 3 µM;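 active = inhibition above a per-plate cutoff, the mean of that plate's test compounds plus 3 SD, cut at about 27% in these data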;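 note: 0% = acetylcholine EC80 with DMSO and 100% = DMSO without agonist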
M5 PAM = human M5 muscarinic receptor positive allosteric modulators, primary screen, CHO-K1 cells, Fluo-8 calcium fluorescence; Muscarinic acetylcholine receptor M5 (Homo sapiens), P08912; CHO-K1 hM5, ACh EC20 PAM; 0% = ACh EC20, 100% = ACh EC100; activation, % at 3 µM; 360,000 tested, 0.3% active; AID 624038, 2012;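 active = activation above the run cutoff, the mean activation of all test compounds plus 3 SD, cut at about 18% in these data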
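Test system: CHO-K1 hM5 cells / Doses: single-point, 3 µM nominal / Times: Post-acetylcholine fluorescence recording 140 s / Technique: Fluo-8 calcium fluorescence / Measure: Max/basal fluorescence ratio as % of EC20–EC100 ACh window / Benchmarks: low control EC20 acetylcholine (0%), high control EC100 acetylcholine (100%) / Replicates: one well per compound, no replicates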
CHO-K1 Ca PAM = nonselective calcium activators in parental CHO-K1 cells, primary screen, counter-screen for M1 PAM project, cell-based, Fluo-8 calcium fluorescence, full deck, 1536-well. AID 602247, 2012. ATP EC20; 0% at ATP EC20, 100% at ATP max. activation, % at 3 µM. 360,000 tested, 0.02% active;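 active = activation above the run cutoff, the mean activation of all test compounds plus 3 SD, cut at about 40% in these data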;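 note: peak over basal fluorescence ratio in a 140 s read after ATP addition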
TAAR1 ag = human TAAR1 agonists, primary screen, Fluo-8 calcium fluorescence, CHO RD-HGA16 cells; Trace amine-associated receptor 1 (Homo sapiens), Q96RJ0; 360,000 tested, 0.99% active; activation, % at 3 µM; vehicle wells 0%, saturating PEA agonist 100%;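 active = activation above the mean activation of all test compounds in the run plus 3 SD, cut at about 38% in these data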
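Benchmarks: low control DMSO, high control PEA (EC100); System: CHO RD-HGA16 cells carrying human TAAR1 plus Gα16; Detection: Fluo-8 fluorescence, 5 s baseline then 140 s kinetic read; Schedule: 17-24 h plating, Fluo-8 75 min 37 °C, 30 min RT; Read-out basis: % activation from peak over basal fluorescence ratio, DMSO-to-PEA scaled.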
Starred values were filed as active, the others as inactive; x = not tested or not shown.

SMILES	TAAR1 antagonist	CHRM4 PAM	CRFBP-R2 block	CHRM5 agonist	CRFBP-R2 agonist	M5 antag	M5 PAM	CHO-K1 Ca PAM	TAAR1 ag
Cc1ccc(-c2nc3ccc(Cl)cc3n2OC(C)C(=O)O)cc1 (stereo not drawn)	2	4	24	-6	-0.1	11	-7	-1	7
COc1ccc(-c2nnc(Nc3nc4c(OC)cccc4s3)o2)cc1	17	-3	42	0	-2.3	14	-8	-2	4
CCOc1ccccc1NC(=O)c1ccc(NC(=O)c2ccco2)cc1	38	-7	-11	1	45	10	-11	-1	17
O=C1c2cccnc2C(=O)N1Cc1ccc(S(=O)(=O)N2CCN(c3ccc(Cl)cc3)CC2)cc1	-24	8	-5	-3	-0.3	-5	1	25	1
COc1cc(-c2cc(C(=O)Nc3cc(S(=O)(=O)N4CCOCC4)ccc3C)c3ccccc3n2)cc(OC)c1OC	49*	-2	-5	1	2.8	15	-20	-6	17
CC1(C(=O)NS(=O)(=O)c2ccc(Cl)cc2)CCN1C(=O)CCc1cccs1 (stereo not drawn)	4	6	x	0	x	-8	1	14	3
CC1CCCCN1C(=O)c1cc(F)c(F)cc1Cl (stereo not drawn)	-1	-1	19	-6	-0.6	-3	7	14	7
CCNc1ccc([N+](=O)[O-])cc1	-19	-9	-5	1	1.2	7	-1	-11	1
O=C(NCCc1cn2ccccc2n1)c1ccc(Br)o1	-34	-4	9	1	3.4	3	-5	20	2
Cc1c(C(=O)NC2CCCCC2)oc2ccc(F)cc12	-8	0	-8	3	-1.0	4	4	19	5
COc1ccc(C(=O)Nc2cccc(NC(C)=O)c2)cc1OC	-12	3	10	2	-0.1	7	7	-9	3
NC(=O)COC(=O)CCCc1nc2ccccc2s1	-12	2	-2	0	-1.1	-6	2	11	4
CCOc1ccc2nc(SCC(=O)N(CC(C)C)c3c(N)n(CC(C)C)c(=O)[nH]c3=O)[nH]c2c1	-4	6	-3	3	-0.1	4	-2	5	6
C=CC[C@H](CC(=O)OC(C)(C)C)C(=O)OC[C@@H]1CCCN1C(=O)[C@@H](CC=C)CC(=O)NCCO	-4	2	-1	0	0.6	3	1	28	0
CCOc1ccc(CCNC(=O)COC(=O)c2cccnc2Cl)cc1OCC	-6	7	-5	4	-1.0	2	2	12	-1

11 entries from above in another layout:
Each structure is followed by: TAAR1 antagonist | CHRM4 PAM | CRFBP-R2 block | CHRM5 agonist | CRFBP-R2 agonist | M5 antag | M5 PAM | CHO-K1 Ca PAM | TAAR1 ag
> Cc1ccc(-c2nc3ccc(Cl)cc3n2OC(C)C(=O)O)cc1 (stereo not drawn)
 : 2 | 4 | 24 | -6 | -0.1 | 11 | -7 | -1 | 7
> COc1ccc(-c2nnc(Nc3nc4c(OC)cccc4s3)o2)cc1
 : 17 | -3 | 42 | 0 | -2.3 | 14 | -8 | -2 | 4
> CCOc1ccccc1NC(=O)c1ccc(NC(=O)c2ccco2)cc1
 : 38 | -7 | -11 | 1 | 45 | 10 | -11 | -1 | 17
> O=C1c2cccnc2C(=O)N1Cc1ccc(S(=O)(=O)N2CCN(c3ccc(Cl)cc3)CC2)cc1
 : -24 | 8 | -5 | -3 | -0.3 | -5 | 1 | 25 | 1
> COc1cc(-c2cc(C(=O)Nc3cc(S(=O)(=O)N4CCOCC4)ccc3C)c3ccccc3n2)cc(OC)c1OC
 : 49* | -2 | -5 | 1 | 2.8 | 15 | -20 | -6 | 17
> CC1(C(=O)NS(=O)(=O)c2ccc(Cl)cc2)CCN1C(=O)CCc1cccs1 (stereo not drawn)
 : 4 | 6 | x | 0 | x | -8 | 1 | 14 | 3
> CC1CCCCN1C(=O)c1cc(F)c(F)cc1Cl (stereo not drawn)
 : -1 | -1 | 19 | -6 | -0.6 | -3 | 7 | 14 | 7
> CCNc1ccc([N+](=O)[O-])cc1
 : -19 | -9 | -5 | 1 | 1.2 | 7 | -1 | -11 | 1
> O=C(NCCc1cn2ccccc2n1)c1ccc(Br)o1
 : -34 | -4 | 9 | 1 | 3.4 | 3 | -5 | 20 | 2
> Cc1c(C(=O)NC2CCCCC2)oc2ccc(F)cc12
 : -8 | 0 | -8 | 3 | -1.0 | 4 | 4 | 19 | 5
> COc1ccc(C(=O)Nc2cccc(NC(C)=O)c2)cc1OC
 : -12 | 3 | 10 | 2 | -0.1 | 7 | 7 | -9 | 3

Continuation.
SMILES	TAAR1 antagonist	CHRM4 PAM	CRFBP-R2 block	CHRM5 agonist	CRFBP-R2 agonist	M5 antag	M5 PAM	CHO-K1 Ca PAM	TAAR1 ag
CCCn1c(SCC(=O)N2c3ccc(F)cc3CCC2C)nnc1-c1ccccn1 (stereo not drawn)	-5	3	8	-2	0.5	2	-2	6	11
CC1(C)Cc2cccc(OCC(=O)OCC(=O)NCc3ccc(F)cc3)c2O1	-12	3	0	-1	-2.0	7	-1	-5	0
Cc1ccc(S(=O)(=O)NCCS(=O)(=O)N2CCN(c3ccccc3)CC2)cc1	-24	-14	24	2	-0.6	-1	1	-18	0
N#CCCN(C(=O)COc1ccc(C#N)cc1)c1ccc(F)cc1	-5	10	-2	-3	5.7	-4	4	-8	1
CCc1nc2c(OCCOC)cccn2c1N(C)C(=O)c1ccc(C)cc1	-7	3	x	0	x	9	-1	14	1
Cc1cc(C=C(C#N)C#N)c(C)n1-c1ccccc1	15	-1	2	-4	0.8	-3	0	9	4
COc1ccc2c(c1OC)C(=O)OC2N1C(=O)CC[C@H]1C(=O)Nc1ccc2c(c1)OCO2 (stereo partly drawn)	-26	3	10	3	-0.3	16	-4	-3	0
O=C(CSc1nnc(-c2ccc(O)cc2)n1Cc1ccco1)c1ccccc1	13	11	5	2	-0.3	3	-3	6	19
COC(=O)c1ccccc1NC(=S)NC(=O)COc1ccc(C)cc1	20	0	-8	7	1.3	4	-3	26	3
COc1ccc(NC(=O)c2oc3ccc(S(=O)(=O)N4CCC5(CC4)OCCO5)cc3c2C)cc1	56*	-10	-25	12	0.0	19	-24	-2	22
CSc1n[nH]c2nc3c(c(=O)n12)C1(CCCCC1)Cc1ccccc1-3	-37	-6	-12	6	-0.2	1	3	17	-3
O=C(Nc1cc(Br)ccc1O)c1cc(-c2ccco2)on1	-12	-7	13	-3	-1.0	6	-2	29	2
COc1ccccc1NC(=O)/C=C/C(=O)O	20	14	-13	-8	1.5	0	1	-14	14
O=C(O)COc1ccc(-c2nnn(Cc3ccccc3F)n2)cc1	-7	10	-5	-2	1.1	-2	6	13	9
COc1ccc(C)cc1Nc1nnc(C)c(=O)[nH]1	-2	4	11	0	-2.5	3	-2	24	2
CCN(CC)c1cc(CS(=O)c2ccccc2)nc(-c2ccccc2)n1 (stereo not drawn)	7	0	-29	-5	-3.3	13	-3	20	10
O=C1OC(Oc2ccc(Br)cc2)(c2ccccc2)c2ccccc21 (stereo not drawn)	9	-10	9	-11	-0.6	14	-32	13	6
COc1ccc(C(=O)Nc2cccc(OC(=O)c3ccc(C)c(C)c3)c2)cc1	30	3	6	-7	4.9	-1	-6	16	3
COCCCN(Cc1cccs1)S(=O)(=O)c1c[nH]c(C(=O)OC)c1	-25	1	-1	0	0.0	-1	2	11	0
Cc1c(C(=O)N2c3ccccc3Sc3ccccc32)cccc1[N+](=O)[O-]	-7	-3	23	-8	0.4	-4	-1	26	2
O=C(CSc1nnc2c(n1)[nH]c1ccc(F)cc12)Nc1ccccc1F	-8	0	-1	-2	-2.6	11	-3	-5	3
COC(=O)c1c(C)n(-c2ccc(C)cc2)c2ccc(O)cc12	-17	1	-55	2	-2.9	-6	-2	15	21
O=C(OCCCN=C1NS(=O)(=O)c2ccccc21)c1ccccc1F	4	-4	-8	-1	2.6	-10	1	6	5
COc1cc(NC(=O)COc2cccc3c2OC(C)(C)C3)cc(OC)c1OC	59*	-13	9	7	-0.5	17	-32	-21	13
O=S1(=O)CC(N2CCCCC2)CN1Cc1cn(Cc2cccc(C(F)(F)F)c2)nn1 (stereo not drawn)	5	2	x	1	x	6	-3	1	0
C=C(C)CN=c1scc(C)n1/N=C/c1ccco1	15	12	-9	-12	-1.1	-6	5	16	3
CCCCSc1nc(C)c(CC(=O)OC)c(=O)[nH]1	-11	1	-2	-1	-1.7	-7	2	9	0
CC(=O)Nc1nc(CC(C)C)cc2c1c(=O)oc1ccccc12	-7	-7	3	-4	1.0	-3	-2	17	23
O=[N+]([O-])c1ccc([C@H](O)[C@H](CO)N=Cc2ccccc2O)cc1	-7	6	9	-1	-1.7	-5	2	13	9
CCOc1cc(S(=O)(=O)NCc2ccncc2)ccc1Cl	20	-16	23	5	-2.2	60*	-15	-15	3
c1ccc(-c2ccc(-c3ccccc3)[nH]2)cc1	12	-3	-11	-3	-3.8	11	-11	-7	5
CCOc1ccccc1NC(=O)Cn1nnc(C(=O)NCc2ccc3c(c2)OCO3)c1N	-14	-1	-13	0	-0.5	16	-7	13	4
COCCCN(Cc1cccs1)S(=O)(=O)c1csc(C(N)=O)c1	1	1	4	-2	0.3	4	-1	-6	0
COC(=O)c1sccc1NC(=S)N1CCN(c2ccccc2)CC1	6	6	16	0	-0.7	2	-2	8	-2
Cn1cc(CN2CCC(C(=O)NC(c3ccc(-c4ccccc4)cc3)c3cnccn3)CC2)c2ccccc21 (stereo not drawn)	40	-10	x	1	x	11	-3	20	27
Cc1ccc(CNC(=O)C2CCCN2C(=O)Nc2ccccc2)cc1 (stereo not drawn)	-12	4	9	4	-2.6	-5	-2	-8	4
Cc1ccc(CNC(=O)COC(=O)c2ccc(S(=O)(=O)N3CCOCC3)cc2)cc1	-26	0	12	5	-4.1	5	2	17	1
O=[N+]([O-])c1cc(C(F)(F)F)ccc1-n1nnc2ccccc21	1	-5	-6	-6	-0.3	3	0	18	-4

Screens as filed in PubChem.
